High-throughput results deposited in PubChem BioAssay by Broad Institute.
ERAP1 inh: human ERAP1 aminopeptidase inhibitors, primary screen, biochemical, single point, plate reader. recombinant ERAP1, Leu-AMC fluorescence, 60 min. inhibition, % at 10.7 µM. 340,000 compounds, 0.15% hits. AID 652197, 2013;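 active = mean replicate inhibition of at least 30%, or all replicates individually reaching that 30% level; inactive = mean below 30% and not every replicate reaching it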;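 also: 0% = neutral control wells and 100% = L-leucinethiol positive control wells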
Target sequence (Q9NZ08 whole entry, looked up): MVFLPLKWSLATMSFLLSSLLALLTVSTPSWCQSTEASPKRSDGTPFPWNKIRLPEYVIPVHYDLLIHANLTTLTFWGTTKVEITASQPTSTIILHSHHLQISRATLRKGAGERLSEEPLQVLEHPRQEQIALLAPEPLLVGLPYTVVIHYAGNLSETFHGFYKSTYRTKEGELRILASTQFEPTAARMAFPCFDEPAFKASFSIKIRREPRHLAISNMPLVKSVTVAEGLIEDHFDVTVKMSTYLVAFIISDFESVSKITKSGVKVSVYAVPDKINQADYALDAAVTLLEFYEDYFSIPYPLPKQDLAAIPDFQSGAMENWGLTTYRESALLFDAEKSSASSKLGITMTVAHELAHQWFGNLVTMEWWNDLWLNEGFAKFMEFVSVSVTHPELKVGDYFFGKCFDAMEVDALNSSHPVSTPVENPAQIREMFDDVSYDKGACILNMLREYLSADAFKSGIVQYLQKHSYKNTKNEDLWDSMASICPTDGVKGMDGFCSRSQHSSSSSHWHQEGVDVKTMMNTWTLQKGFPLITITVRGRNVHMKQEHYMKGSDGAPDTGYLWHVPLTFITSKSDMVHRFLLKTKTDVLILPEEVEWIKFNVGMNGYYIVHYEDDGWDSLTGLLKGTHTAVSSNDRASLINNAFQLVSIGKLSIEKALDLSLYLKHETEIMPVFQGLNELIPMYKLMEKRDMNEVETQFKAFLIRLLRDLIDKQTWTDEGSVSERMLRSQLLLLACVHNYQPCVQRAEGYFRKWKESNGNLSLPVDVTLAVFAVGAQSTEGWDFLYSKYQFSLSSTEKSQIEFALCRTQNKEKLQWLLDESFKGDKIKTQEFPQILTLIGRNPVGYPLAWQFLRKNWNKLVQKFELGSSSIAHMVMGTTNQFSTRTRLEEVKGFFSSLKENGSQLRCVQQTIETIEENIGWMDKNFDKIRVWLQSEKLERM
LGR2 antag: inhibitors of bursicon-induced LGR2 CRE-luciferase signal, primary screen, cell-based, HEK293, CRE-luciferase reporter, bursicon stimulation. inhibition, % at 9.99 µM. bursicon-stimulated, 4 h. 380,000 compounds, 0.35% hits. Drosophila bursicon receptor LGR2 (rickets);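 active = drop in luminescence signal, shown as inhibition above about 50% in the replicate tests, limit read from the data, passing the limit was not always enough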;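 also: agonist challenge used bursicon conditioned medium at about half maximal strength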
Statin myotox sup: suppressors of statin myotoxicity in C2C12 myotubes, primary screen, cell-based, single point, plate reader. C2C12 myotubes + simvastatin, ATP luminescence, 48 h; scaled: DMSO 0, geranylgeraniol control 100. rescue of ATP level, % at 7.49 µM. 330,000 compounds, 0.78% hits. AID 602340, 2012;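 active = mean ATP rescue above about 67%, or every replicate alone reaching that limit, limit read from the data, passing the limit was not always enough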;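 also: myotubes were challenged with 10 µM simvastatin during compound exposure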
Cneo AK release: Cryptococcus neoformans cell lysis inducers, primary screen, AK release luminescence, single concentration; 360,000 compounds, 0.2% hits; lysis activity, % at 15 µM; AID 651654, 2012; C. neoformans lysis, adenylate kinase release luminescence, 4 h; normalised: neutral wells 0, clomiphene wells 100;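 active = mean lysis activity across replicates of at least 80%, whatever share of replicates individually reach that level; inactive = mean lysis activity below 80%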
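Signal: Adenylate kinase release luminescence | Assay system: Log-phase Cryptococcus neoformans yeast cells | Input: Cells at 5 × 10^6 per mL | Buffer or medium: Fresh YPD growth medium | Compound: Single dose | Schedule: Static 4 h at 37 °C with compound, 1 h detection | Controls: Clomiphene | Read-out: Luminescence rise reflecting yeast cell lysis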
SIRT5 inh: SIRT5 desuccinylase inhibitors, primary screen, biochemical, fluorescence imaging, single point, set 5; Purified SirT5, succinyl-peptide AMC, trypsin-coupled fluorescence; NAD-dependent protein deacylase sirtuin-5, mitochondrial (Homo sapiens), Q9NXA8; 330,000 compounds, 1.1% hits; inhibition, % at 15 µM; AID 652115, 2013; in the data active = inhibition above about 15%
S100A4 inh HTS: inhibitors of S100A4-myosin IIA peptide binding, primary screen, biochemical, fluorescence polarization, TAMRA-MyoIIA peptide; inhibition, % at 10.7 µM; Protein S100-A4 (Homo sapiens), P26447; AID 652163, 2013; 360,000 compounds, 0.14% hits;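 active = mean inhibition of at least 70% across replicates, with every replicate also reaching that level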
Target sequence (P26447 whole entry, looked up): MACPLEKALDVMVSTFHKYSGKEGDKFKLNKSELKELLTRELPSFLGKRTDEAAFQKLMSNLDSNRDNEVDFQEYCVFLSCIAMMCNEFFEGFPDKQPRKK
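Assay system: human S100A4 monomer with TAMRA-labelled myosin IIA peptide / Buffer or medium: Calcium-containing HEPES buffer, pH 7.2 / Reagent: TAMRA-labelled myosin IIA heavy-chain peptide probe, 5 nM / Compound: one dose per compound / Timing: polarization read 5 min after assay mix addition, stable 5–60 min / Benchmarks: neutral control DMSO, positive control TFP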
PGC1a acetyl inh: inhibitors of PGC1a acetylation signal, primary screen, cell-based, U2OS, AlphaScreen, inhibitor mode; AlphaScreen anti-acetyl-lysine; with virally co-expressed GCN5 acetyltransferase; inhibition, % at 15.6 µM; 350,000 compounds, 0.17% hits;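 active = every replicate shows inhibition of at least 40%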;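 also: 0% = neutral control wells and 100% = positive control wells; some results beyond the cut were filed as inactive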
XiGFP reactiv: activators of inactive X chromosome reactivation, primary screen, imaging, XiGFP fibroblasts, GFP high-content imaging, set 2; 360,000 compounds, 0.055% hits; XiGFP mouse fibroblasts, % GFP-positive cells imaging, 3 d; cells co-treated with 5-aza-dC sensitizer; scaled so ellipticine positive control = 100%; AID 743238, 2013; activation, % at 7.58 µM;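 active = mean normalized replicate activation at least 10% and every replicate at or above 10%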;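 also: 0% = median of on-plate neutral control wells and 100% = ellipticine 6 µM median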
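material = 68-5-11 XiGFP fibroblast line | medium = DMEM plus 5-aza-dC sensitizer | schedule = 3 days compound exposure | benchmarks = positive control ellipticine, 6 µM final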
An asterisk follows results filed as active; . = not tested or not shown; & = joins results of further samples.

SMILES	ERAP1 inh	LGR2 antag	Statin myotox sup	Cneo AK release	SIRT5 inh	S100A4 inh HTS	PGC1a acetyl inh	XiGFP reactiv
Cc1nn(Cc2ccccc2)c(Cl)c1C(=O)OC1CCOC1=O (stereo unspecified)	.	-10	0	7	.	.	-1	.
CC1CCCC(C)N1/N=C/c1ccc(C(=O)O)cc1 (stereo unspecified)	-1	-5	.	-1	-5	-22	8	-0.2
Cc1ccccc1-n1c(-c2csc3ccccc23)n[nH]c1=S	.	11	.	-4	.	.	-1	0.0
Cc1c[n+]([O-])ccc1[N+](=O)[O-]	-1	-5	-7	6	6	2	-5	-0.2
CC(C)C(c1nnnn1CCc1ccccc1)N1CCC(C(N)=O)CC1 (stereo unspecified)	1	12	4	.	-3	-3	-8	0.1
N#Cc1c(Nc2ccccc2C(F)(F)F)s[nH]c1=O	3	-9	.	1	-4	-9	-12	-0.1
FC(F)(F)c1cccc(NC(=S)Nc2ccc(Cl)c(Cl)c2)c1	0	6	.	-2	1	-7	9	0.1
COC(=O)CCCC1=CC2=C(c3ccccc3)C(=O)C(C)(OC(=O)C3CCCC3)C(=O)C2=CN1Cc1ccc(OC)cc1 (stereo unspecified)	-4	3	-1	0	.	1	-19	0.0
O=C(c1ccc(F)cc1)N1CC(=O)N2[C@H](C1)[C@H](c1ccc(C#Cc3ccc(F)cc3)cc1)[C@@H]2CO	1	3	.	.	-2	10	7	0.0
C[C@@H]1CN([C@@H](C)CO)C(=O)c2cc(NS(=O)(=O)c3cn(C)cn3)ccc2O[C@@H]1CN(C)CC1CC1	-1	-10	5	-6	-1	5	1	0.0
NCCCCc1cn(CC(=O)N2CCNCC2)nn1	0	.	-4	5	0	0	-1	0.1
CCNC(=O)C1(C)CCCN(C(=O)c2sc(-c3ccccc3)nc2C)C1 (stereo unspecified)	1	-15	7	0	.	10	.	0.1
COc1cc2c(cc1OC)C(C)N(C(=O)Cc1ccc(C(F)(F)F)cc1)CC2 (stereo unspecified)	-2	-9	4	2	0	3	0	0.3
OC[C@@H]1CN(Cc2cccs2)C[C@H](n2cnc3c(Nc4ccccc4)ncnc32)O1	-3	-5	-4	-1	19*	0	.	0.3
COc1ccccc1NC1=C(Cl)C(=O)OC1OC(=O)c1ccco1 (stereo unspecified)	1	-1	.	.	-2	6	.	0.0
Cn1c(Cn2c(=O)sc3ccccc32)nnc1SCC(=O)NCc1ccccc1	.	7	3	1	.	3	.	0.3
O=C(CCc1c[nH]c2ccccc12)N[C@@H](Cc1c[nH]c2ccc(O)cc12)C(=O)O	-1	-3	-4	2	-1	-2	-2	0.0
CO[C@H]1CN(C)C(=O)c2ccc(NC(=O)Nc3ccc(Cl)cc3)cc2OC[C@H](C)N(C)C[C@@H]1C	-1	3	.	.	8	-24	3	0.2
COc1ccc(S(=O)(=O)Nc2ccc3c(c2)CC(=O)N([C@@H](C)CO)C[C@@H](C)[C@H](CN(C)S(=O)(=O)c2ccc(C)cc2)O3)cc1	2	-85	23	-8	19*	-2	-1	0.0
C[C@@H]1CCCCO[C@@H](CN(C)Cc2ccncc2)[C@H](C)CN([C@H](C)CO)C(=O)c2cc(NC(=O)NC3CCCCC3)ccc2O1	-1	-6	50	1	-5	-16	-11	0.3

Part of the list above in order of SMILES length, smallest number first.
SMILES	ERAP1 inh	LGR2 antag	Statin myotox sup	Cneo AK release	SIRT5 inh	S100A4 inh HTS	PGC1a acetyl inh	XiGFP reactiv
CC1CCCC(C)N1/N=C/c1ccc(C(=O)O)cc1 (stereo unspecified)	-1	-5	.	-1	-5	-22	8	-0.2
Cc1nn(Cc2ccccc2)c(Cl)c1C(=O)OC1CCOC1=O (stereo unspecified)	.	-10	0	7	.	.	-1	.
OC[C@@H]1CN(Cc2cccs2)C[C@H](n2cnc3c(Nc4ccccc4)ncnc32)O1	-3	-5	-4	-1	19*	0	.	0.3

Additional compounds follow.
SMILES	ERAP1 inh	LGR2 antag	Statin myotox sup	Cneo AK release	SIRT5 inh	S100A4 inh HTS	PGC1a acetyl inh	XiGFP reactiv
COc1ccc(CC(=O)NNC(=O)CCc2ccccc2)cc1	-1	7	10	.	-6	-1	13	0.4
C[C@@H]1CN([C@@H](C)CO)C(=O)c2cccc(NC(=O)C3CC3)c2O[C@H]1CN(C)S(=O)(=O)c1ccc(Cl)cc1	0	4	-27	8	-2	8	-2	-0.1
Cc1nn(-c2ccccc2)c(C)c1C(=O)OC(C)C(=O)NC1CCCCC1 (stereo unspecified)	-3	9	-3	0	-3	-3	19	0.1
COc1ccc(CN(C)C[C@H]2OCCCC[C@H](C)Oc3ccc(NC(=O)Nc4cccc5ccccc45)cc3C(=O)N([C@@H](C)CO)C[C@H]2C)cc1	1	1	.	7	-5	-7	7	-0.1
O=C(NNS(=O)(=O)c1ccc(F)cc1)C1CCN(S(=O)(=O)c2ccccc2)CC1	1	1	.	.	0	-2	1	0.0
Cc1ccc([C@H]2C(C#N)=C(N)Oc3cc(C)oc(=O)c32)o1	15	23	.	.	2	-14	6	0.0
C[C@@H]1CN([C@H](C)CO)C(=O)c2cc(NC(=O)C3CCCCC3)ccc2O[C@@H]1CN(C)Cc1ccc2c(c1)OCO2	1	7	8	13	-2	8	.	0.3
CCN(C[C@@H]1N[C@H](CO)[C@H]1c1ccccc1)C(=O)c1ccncc1	-3	1	-1	-4	1	-5	-1	0.4
CCCn1nc(C(=O)NNC(=O)CCOc2ccccc2OCC)c2ccccc2c1=O	5	-9	2	.	-4	-1	.	0.6
COc1ccc(-c2oc3c(c2C(=O)OCCCO)C(OCCCCCO)CCC3)cc1 (stereo unspecified)	.	-21	.	.	-4	-5	.	0.0
Cc1cccc(C)c1NC(=O)C(c1ccnc2ccccc12)n1c(=O)c(-c2ccccc2)nc2ccccc21 (stereo unspecified)	3	-31	.	.	.	-3	.	-0.2
COc1ccc(OC)c(CN2CCSCC2)c1	0	-6	0	0	-6	1	-10	0.0
CC1CCCN(c2ccc([N+](=O)[O-])cc2C(=O)c2ccccc2)C1 (stereo unspecified)	-3	-6	.	.	-1	2	.	0.6
C=CC[C@@]1(C(=O)N2CCCCC2)N=C(c2ccc(OCCCO)cc2)O[C@@H]1c1ccccc1	9	.	.	38	-2	-16	.	.
CCCCC(C(=O)N/N=C/c1ccccn1)C(=O)N/N=C/c1ccccn1	-2	4	2	2	-4	-2	-1	-0.1
COc1cc(NC(=S)N2CCN(S(=O)(=O)c3ccc(F)cc3)CC2)cc(OC)c1	0	-5	22	-1	-6	1	.	0.3
C[C@@H]1CN([C@H](C)CO)C(=O)CCCn2cc(nn2)CO[C@H]1CN(C)S(=O)(=O)c1cn(C)cn1	-4	-5	-14	-2	-4	1&-1	-3	-0.5&-0.2
S=c1[nH]nc(-c2ccc(Cl)cc2)n1Cc1ccccc1	-2	-9	3	2	-2	2	-3	.
COc1ccc(S(=O)(=O)Nc2ccc3c(c2)C(=O)N([C@@H](C)CO)C[C@@H](C)[C@H](CN(C)S(=O)(=O)c2cn(C)cn2)O3)cc1	1	-4	-25	-2	2	-3	1	0.1
CC(C)C#Cc1cnc2c(c1)C(=O)N([C@H](C)CO)C[C@H](C)[C@@H](CN(C)C(=O)Cc1ccccn1)O2	8	6	-19	-3	-3	-2	-24	0.0

Part of the list above with just Cneo AK release, ERAP1 inh and S100A4 inh HTS:
structure	Cneo AK release	ERAP1 inh	S100A4 inh HTS
Cc1ccc([C@H]2C(C#N)=C(N)Oc3cc(C)oc(=O)c32)o1	.	15	-14
C[C@@H]1CN([C@H](C)CO)C(=O)c2cc(NC(=O)C3CCCCC3)ccc2O[C@@H]1CN(C)Cc1ccc2c(c1)OCO2	13	1	8
C=CC[C@@]1(C(=O)N2CCCCC2)N=C(c2ccc(OCCCO)cc2)O[C@@H]1c1ccccc1	38	9	-16

Next section:
SMILES	ERAP1 inh	LGR2 antag	Statin myotox sup	Cneo AK release	SIRT5 inh	S100A4 inh HTS	PGC1a acetyl inh	XiGFP reactiv
CN1C(=O)c2cc(NC(=O)C3CCCC3)ccc2OC[C@H]2O[C@H](CC(=O)O)CC[C@H]21	-2	-1	-10	3	-1	1	1	0.0
COc1ccc([Si](C)(C)[C@@H]2[C@@H](CC(=O)N3Cc4ccccc4C[C@H]3CO)O[C@]3(C(=O)N(Cc4ccc(I)cc4)c4ccccc43)[C@H]2C)cc1	-1	.	.	-3	5	4	.	.
COc1ccc(S(=O)(=O)NCC(=O)N(CC(=O)NCc2ccco2)Cc2ccccc2)cc1	-3	-11	0	1	-4	-11	.	0.0
O=C(CC1CC1)N1CC2(C1)[C@@H](c1ccccc1)[C@H](CO)N2Cc1ccc(F)cc1	-3	14	.	.	-1	30	-9	0.0
Cc1cccc(OCCCC(=O)Nc2ccc(N(C)C)cc2)c1	0	-93	.	.	-12	-14	.	0.1
CC(C)NC(=O)N1[C@H](C#N)[C@@H](c2ccc(-c3ccc(F)cc3)cc2)[C@H]1CO	1	5	-15	-4	2	-1	-5	0.1
NC(=O)COC(=O)CCSc1ccc(Cl)cc1	2	3	.	.	-5	2	.	-0.1
CN(C)c1ccc(NC(=S)N2CCN(c3ncc(C(F)(F)F)cc3Cl)CC2)cc1	-3	-16	.	.	3	-2	.	-0.1
Cc1cc(C(=O)NNc2ccc(C(C)C)cc2)n(C(C)(C)C)n1	1	-1	.	.	2	-1	.	0.9
C[C@H]1CN([C@@H](C)CO)C(=O)c2cc(NS(=O)(=O)c3ccc(F)cc3)ccc2O[C@H]1CN(C)C	-2	3	6	-1	-2	-3	-3	0.2
COC(=O)C[C@H]1c2cc(F)ccc2S(=O)(=O)N1C(C)C	1	-27	0	0	-2	9	0	0.2
O=C(CN1C(=O)NC2(CCc3ccccc32)C1=O)Nc1c(Cl)cccc1Cl (stereo unspecified)	0	-4	1	-1	-1	-3	.	0.2
CCOc1cc(C)nc(N2CCC(C(=O)NC3CC3)CC2)n1	1	1	0	0	-1	-3	3	0.0
C[C@H]1CCCCO[C@H](CN(C)C(=O)CCCN(C)C)[C@@H](C)CN([C@@H](C)CO)C(=O)c2cc(NC(=O)Nc3cccc4ccccc34)ccc2O1	1	-9	.	7	0	9	-24	0.0
CCOC(=O)C1(Cc2ccc(OC)cc2)CCN(C(=O)C2=CCCC2)CC1	-4	-24	1	-1	-1	0	2	0.4
COc1ccc(N(CC(=O)Nc2cccnc2)S(=O)(=O)c2ccc(C)cc2)cc1Cl	0	5	-10	6	-7	4	.	.
C[C@H](CO)N1C[C@H](C)[C@H](CN(C)Cc2ccncc2)OCc2ccccc2-c2ccccc2C1=O	0	25	-10	-1	-2	1	1	-0.5
Cc1noc(C)c1NC(=O)Nc1ccc2c(c1)C(=O)N([C@H](C)CO)C[C@H](C)[C@@H](CN(C)S(=O)(=O)c1ccc(Cl)cc1)OCCCC[C@@H](C)O2	11&3	23	3	0&6	-3&6	0&6	2&1	0.2&0.1

Only part of the results is shown; the hit share may differ from the screen's.
